From PubChem BioAssay
ERK EGF inh – inhibitors of EGF-stimulated ERK signaling pathway | HEK293-V1b, EGF-stimulated phospho-ERK AlphaScreen | actives 0.41% (n = 130,000) | Potency, µM (doses to about 11.5 µM), inactives show at the top dose activity change, negative = inhibition, usual class: inhibitors; active = well fitted inhibition curve with a large enough effect; inconclusive = small, poorly fitted or top-dose-only effect, or effect the other way;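 note: plate controls were stimulated vehicle wells for no effect and unstimulated vehicle basal for full effect; nearly all actives have a fitted effect of over 55% in size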
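After overnight plating in 1% FBS, HEK293-V1b cells received test compound for half an hour, then a 5 min pulse of EGF (25 nM); ERK phosphorylation in lysates was read by bead-based AlphaScreen.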
An asterisk follows results filed as active; ? = inconclusive; [ ] = remark or other dose. Potency is the fitted concentration of half-maximal effect. Not all compounds are listed, so the mix of outcomes need not match the whole.

SMILES	ERK EGF inh
CC(=O)n1cc([C@H]2C=C(C(=O)N3CCN(Cc4ccc5c(c4)OCO5)CC3)O[C@@H](OCCCCO)C2)c2ccccc21	-5.2%[57.5 µM]
Cc1cc(C)cc(NC(=S)N(Cc2ccc(Cl)cc2)Cc2ccc(C(=O)O)cc2)c1	-4.8%
COCCn1c(SCC(=O)Nc2cccc(OC)c2)nc2c(oc3ccccc32)c1=O	-4.8%
CCOC(=O)CCC(=O)NNC(=O)COc1ccc(C(C)C)cc1Br	-4.2%
CC(Sc1ccccc1)C(=O)NN=C1CCCC1 (stereo unspecified)	-11.9%
COC(C[C@H](O)CC(=O)COCc1ccccc1)OC	11.4%[57.5 µM]
Cc1ccc(-c2ncns2)cc1	-3.3%[57.5 µM]
Cc1ccc2c(c1)nnn2C1CCN(C(=O)NCc2ccccc2)CC1	3.6%
O=C(CN1CCC(Cc2ccccc2)CC1)N1CCc2ccccc2C1	-0.3%
O=C(CSc1nnc(Cc2ccccc2)o1)c1ccccc1	2.6%
CCOC(=O)Cc1ccc(NC(=O)c2ccc([N+](=O)[O-])cc2)cc1	2.8%
COc1cccc(/C=c2\s/c(=C\C(=O)C(C)(C)C)[nH]c2=O)c1	0.9%
Cc1ccc(-c2csc(SCC(=O)Nc3cc(C)on3)n2)cc1	2.1%
COc1cccc(OCC(O)CN2CCN(c3ccccn3)CC2)c1 (stereo unspecified)	8.4%
Cc1ccc2cc(CN(Cc3ccco3)C(=S)NCC3CCCO3)c(=O)[nH]c2c1 (stereo unspecified)	5.0%
O=S(=O)(Nc1nc2ccccc2nc1Cl)c1ccc(F)cc1	-10.7%[57.5 µM]
COc1ccc(F)cc1C(=O)C1CCCN(Cc2ccc(Oc3ncccn3)cc2)C1 (stereo unspecified)	-8.6%
O=C(OCc1ccccc1)/C(=C/c1cccc2ccccc12)NC(=O)c1ccccc1	2.1%
N#Cc1ccc(-c2ccccc2)nc1SCCN1CCOCC1	-0.9%
COc1ccc(NC(=S)N2CCC(N(C)CC3CCCO3)CC2)cc1 (stereo unspecified)	4.2%
Cc1ccccc1NC(=S)NNC(=O)c1ccncc1	10.2%
CCN(CC)CCCNC(=O)/C=C/C(=O)O	3.8%[57.5 µM]
COc1ccccc1NS(=O)(=O)c1ccc(O)c(NC(=S)NCC2CCCO2)c1 (stereo unspecified)	-6.5%[57.5 µM]
Cc1ccc(-n2nnnc2SCC(=O)N2Cc3ccccc3CC2C(=O)O)cc1 (stereo unspecified)	7.8%[57.5 µM]
c1ccc(-n2cccc2)c(N2CCCCC2)c1	?
O=C(COC(=O)CNS(=O)(=O)c1ccc(F)c(F)c1F)Nc1ccc(OC(F)F)cc1	-2.2%
CCOc1ccc(C(C)NC(=O)c2cccc(F)c2)cc1 (stereo unspecified)	-0.9%
CCN1CCN(c2oc(COc3ccc(Cl)cc3)nc2C#N)CC1	23.5%[57.5 µM]
O=C(O)c1ccccc1SCC(=O)N1CCOCC1	-12.9%
CCOc1cccc(C(=O)NNC(=O)CCC(=O)O)c1	-4.0%
CCC(=O)N1CCc2cc(Br)cc(S(=O)(=O)CCC(=O)N(CC)CC)c21	-1.6%
COc1ccccc1/C=N/NC(=O)CC(=O)NCc1ccccc1	30.9%[57.5 µM]
CC(C)(CN1CCc2ccccc2C1)NS(=O)(=O)c1ccc(Cl)cc1	1.9%[57.5 µM]
CCCCNC(=O)Cn1nc([N+](=O)[O-])c([N+](=O)[O-])c1C	-6.8%
COc1ccc(CCNC(=O)COC(=O)C23CC4CC(CC(Br)(C4)C2)C3)cc1	-1.6%
CCOc1ccc(N2C(=O)CC(N(CCc3ccc(OC)c(OC)c3)C(=O)/C=C/C(=O)O)C2=O)cc1 (stereo unspecified)	4.5%[57.5 µM]
O=C(CN1CCN(Cc2ccc(Cl)cc2)CC1)N/N=C/c1cccc(F)c1	1.5%[57.5 µM]
CC(=O)NC(=S)Nc1ccccc1C(=O)NC1CCCCC1	6.8%
O=C(c1ccncc1)N1CCC[C@@]2(CCN(Cc3cc(C(F)(F)F)cc(C(F)(F)F)c3)C2)C1	-4.8%
O=C(Cn1c2[n+](c3ccc(C(F)(F)F)cc31)CCCCC2)Nc1ccc(Br)cc1	-6.5%
O=C(Nc1nnc(-c2ccccc2Cl)s1)C1CCN(S(=O)(=O)c2ccc(Cl)cc2)CC1	-8.0%
CC1(c2ccccc2)CC(C)(C)N(C(=O)c2cc([N+](=O)[O-])cc([N+](=O)[O-])c2)c2ccccc21 (stereo unspecified)	?
O=C(Nc1ccccc1)C(c1ccccc1)C1CCCC1 (stereo unspecified)	-6.8%
CCN(CC)S(=O)(=O)c1ccc(C(=O)Nc2nnc(CSC)o2)cc1	-0.7%
O=C1CN(C(=O)CNC(=O)c2cccc(Cl)c2)c2ccccc2N1	-3.3%
CCc1ccccc1NC(=S)N(CCN1CCOCC1)Cc1ccccc1F	-2.8%
CCN(CC)CCCC(C)Nc1c2ccc(Cl)cc2nc2ccc(OC)cc12 (stereo unspecified)	3.1%
CC(=O)N1CCN(S(=O)(=O)c2ccc(Cl)cc2F)CC1	-4.0%
O=C(Cc1ccccc1)NC1CCN(Cc2ccccc2)CC1	-8.6%
C=CCn1c(SCC(=O)NNC(=O)Nc2ccc(C)cc2)nnc1-c1ccccc1	1.2%[57.5 µM]
CCC(=O)Nc1ccc(Cl)c(NC(=O)c2ccc([N+](=O)[O-])cc2)c1	-1.3%
Cc1cccc(NC(NC(=O)Cc2ccccc2)C(Cl)(Cl)Cl)c1 (stereo unspecified)	-3.4%
Cc1ccc(/C=N/Nc2nc3ccccc3[nH]2)s1	-1.1%
COC(=O)/C(C#N)=C/c1c(N2CCN(Cc3ccc4c(c3)OCO4)CC2)nc2c(C)cccn2c1=O	-0.4%[57.5 µM]
Cn1cnc([N+](=O)[O-])c1C(=O)Nc1cccc([N+](=O)[O-])c1	2.1%
CCOC(=O)C1(CCCc2ccccc2)CCN(C(=O)C2=C(C)OCCO2)CC1	-8.1%[57.5 µM]
CCCCC/C=C\C[C@H](O)/C=C/C=C\C/C=C\CCCC(=O)O	-1.5%
O=C1N(Cc2cccnc2)C[C@@H]2C[C@@H](c3ccc4nonc4c3)N3CCC[C@@]123	-18.3%
COc1ccc(/C=N/NC(=O)Nc2nonc2N)cc1	13.0%
CC(=O)Nc1ccc(-c2cc(-c3ccc(NC(C)=O)cc3)nc(-c3ccc(NC(C)=O)cc3)n2)cc1	-4.9%

Fetched one by one from above:
SMILES	ERK EGF inh
Cc1ccc(/C=N/Nc2nc3ccccc3[nH]2)s1	-1.1%
O=C1N(Cc2cccnc2)C[C@@H]2C[C@@H](c3ccc4nonc4c3)N3CCC[C@@]123	-18.3%
CCOC(=O)C1(CCCc2ccccc2)CCN(C(=O)C2=C(C)OCCO2)CC1	-8.1%[57.5 µM]
O=C(Cc1ccccc1)NC1CCN(Cc2ccccc2)CC1	-8.6%
CC(=O)Nc1ccc(-c2cc(-c3ccc(NC(C)=O)cc3)nc(-c3ccc(NC(C)=O)cc3)n2)cc1	-4.9%
CCC(=O)Nc1ccc(Cl)c(NC(=O)c2ccc([N+](=O)[O-])cc2)c1	-1.3%

Later entries:
SMILES	ERK EGF inh
N/C(=N\OC(=O)Cc1cccs1)c1cccc([N+](=O)[O-])c1	-1.2%
CN1C(=O)/C(=C/c2cc3c(cc2Br)OCO3)NC1=S	-0.2%
O=[N+]([O-])c1cc(S(=O)(=O)C(F)(F)F)ccc1N1CCN(c2ccccc2)CC1	?
COC(=O)c1ccc(NC(=S)NC2CCc3ccccc32)cc1 (stereo unspecified)	5.4%
O=c1c(Cl)c(Cl)cnn1Cc1nnc(-c2ccccc2Br)o1	-4.1%[57.5 µM]
Fc1ccccc1Nc1nc(Cl)nc(Cl)n1	11.5%
S=C1N(c2ccccc2)CN(CCN2CCOCC2)CN1c1ccccc1	-14.4%[57.5 µM]
O=C(OCCN1C(=O)c2cccc3c(N4CCOCC4)ccc(c23)C1=O)c1ccc(Cl)cc1	?
Cc1ccsc1/C=N/NS(=O)(=O)c1ccc([N+](=O)[O-])cc1	6.4%
COC(=O)c1sc2ccccc2c1NC(=O)c1ccc(S(=O)(=O)N2CCCCC2)cc1	-0.4%
NC(=O)c1cc([N+](=O)[O-])ccc1N1CCCCC1	7.0%
CCCCC(=O)Nc1ccc(S(=O)(=O)Nc2nccc(C)n2)cc1	-17.0%
CCOc1ccc(OCc2ccc(C(=O)N/N=C(\C)c3ccccn3)cc2)cc1	3.9%
CCCN(CCC)C(=O)c1c(C)[nH]c(C(=O)OCC)c1C	4.9%
CC1(C)OC(=O)C(=CNNc2c(Cl)cc(Cl)cc2Cl)C(=O)O1	1.6%[57.5 µM]
CCCCCOc1ccc(CSC2=NCCN2)cc1[N+](=O)[O-]	7.5%
CCc1nc(SCc2ccccn2)c2c(=O)n(C)c(=O)n(C)c2n1	13.7%
CC(=O)c1c(C)oc2ccc(N(C(C)=O)S(=O)(=O)c3cccc([N+](=O)[O-])c3)cc12	9.3%
CCCCC(=O)NC(c1cccc([N+](=O)[O-])c1)c1c(OC(C)=O)ccc2ccccc12 (stereo unspecified)	?
O=C(O)Cn1c(CCS(=O)(=O)c2ccc(Br)cc2)nc2ccccc21	-8.7%
CC(C)=C1SC(N2CCN(c3ccc(C)cc3)CC2)=NC1=O	-1.8%
CC(C)OCC1CC(CC(=O)Nc2ccc([N+](=O)[O-])cc2)C(=O)O1 (stereo unspecified)	-8.3%
COC(=O)CCCC(=O)Nc1ccc(Br)cc1	10.2%
Cc1cc(C(F)F)n2ncc(C(=O)NCc3ccc(F)cc3)c2n1	3.4%[57.5 µM]
Cc1n[nH]c(=O)[nH]c1=O	6.2%[25.7 µM]
COc1ccc([N+](=O)[O-])cc1NC(=O)c1ccc(-n2nc(C)cc2C)cc1	4.7%
COc1ccc(Oc2nc(-c3ccccn3)nc3ccccc23)cc1	-1.3%[57.5 µM]
Cc1cccc(OCCCn2c(CO)nc3ccccc32)c1	-5.3%[57.5 µM]
NC(=O)COC(=O)c1c2c(nc3ccccc13)CCCCC2	-2.5%
O=C(CSc1nc2ccsc2c(=O)n1Cc1ccc(C(=O)O)cc1)NCc1ccco1	0.0%
O=C(N/N=C/c1cn(-c2ccccc2)nc1-c1cc2ccccc2o1)c1ccncc1	1.0%
O=C(Nc1cc(S(=O)(=O)N2CCCCC2)ccc1O)c1ccccc1NS(=O)(=O)c1ccc(F)c(F)c1	4.7%
C=CCN(Cc1nc(-c2cc(OC)ccc2OC)oc1C)C1CCS(=O)(=O)C1 (stereo unspecified)	-0.2%
Cc1ccc2[nH]c(=O)cc(C(=O)OC(C)C)c2c1	1.9%
O=C(NCc1ccccc1)C(c1ccc(F)cc1)N(Cc1ccc2c(c1)OCO2)C(=O)Cn1nnc(-c2cccs2)n1 (stereo unspecified)	12.2%
CCn1c(CC(=O)Nc2ccc(Cl)c(Cl)c2)nnc1SCc1ccc(C)cc1	7.1%
O=C(NC1CCN(C(=S)NCCc2ccccc2)CC1)C1CC1	14.3%
COc1cccc(OC)c1OCCOc1ccc(C(=O)c2ccccc2)cc1	4.9%
COc1ccc2c(c1OC)C(=O)N1N=C(c3ccc(-c4ccccc4)cc3)CC21 (stereo unspecified)	-4.9%
COc1cccc(-c2csc(/C(C#N)=C/Nc3cc4oc5ccccc5c4cc3OC)n2)c1	5.4%
N#Cc1ccc(COC(=O)c2cc(=O)c3ccccc3o2)cc1	2.9%
Cc1nnc(-c2ccc(Oc3ccc(Br)cc3)c([N+](=O)[O-])c2)o1	-0.2%
C=CCC(CC=C)(NC(=O)c1ccccc1C(=O)O)c1ccccc1	6.9%
Cc1nn(-c2ccccc2)c(N)c1N=Nc1ccc2ccccc2c1	?
O=C(C1=NOC(CNc2ncc(C(F)(F)F)cc2Cl)C1)N1CCOCC1 (stereo unspecified)	-0.3%
CC1=C(C(=O)OCCOc2ccccc2)C(c2ccsc2)NC(=O)N1C (stereo unspecified)	-0.6%
CC(=O)C1(C)N(O)C(C)(C)C(c2cccs2)=[N+]1[O-] (stereo unspecified)	2.6%
Cc1ncc([N+](=O)[O-])n1CC(=O)Nc1ccc2c(c1)OCO2	1.6%

An excerpt of these results, field by field.
O=C1CN(C(=O)CNC(=O)c2cccc(Cl)c2)c2ccccc2N1
  ERK EGF inh = -3.3%
Cc1ncc([N+](=O)[O-])n1CC(=O)Nc1ccc2c(c1)OCO2
  ERK EGF inh = 1.6%
CCOC(=O)Cc1ccc(NC(=O)c2ccc([N+](=O)[O-])cc2)cc1
  ERK EGF inh = 2.8%

(further entries)
SMILES	ERK EGF inh
Cn1ccnc1SCC(=O)c1ccc2ccccc2c1	3.3%
C=CCc1cccc2cc(C(=O)OCC)c(=O)oc12	1.6%
CCc1ccc(NC(=O)COC(=O)CCc2nc3cc(S(=O)(=O)N(CC)CC)ccc3n2C)cc1	-2.6%
CC1(c2nnc(-c3ccc(Cl)cc3)o2)CC(c2cccc(Cl)c2)=NO1 (stereo unspecified)	-11.1%[57.5 µM]
COc1ccc(N2CCN(C(=O)c3cc(N4C(=O)C5C6CCC(C6)C5C4=O)ccc3Cl)CC2)cc1 (stereo unspecified)	9.2%
COc1ccc2c(c1)/C(=N/OC(=O)c1cccs1)CCC2	-3.3%
COc1ccc(/C=N/NC(=O)CCN2CCN(c3ccccc3)CC2)c(OC)c1OC	1.6%
CC(=O)OC(COc1ccccc1)Cn1cnc2ccccc21 (stereo unspecified)	-6.3%
Fc1ccc(OCCCCN2CCOCC2)cc1	-7.5%
